From PubChem
GLP1R inv ag = inverse agonists of human GLP-1 receptor; HEK293 GLP-1R CRE-luciferase, luminescence, 24 h; GLP-1R form is constitutively active; P43220; actives 1.6% (n = 410,000); Potency, µM (top dose mostly 38.3 µM), for inactives: at the top dose activity change, negative = inhibition, usual class: inhibitors; AID 624417; also: potency is read from the fitted curve at half-maximal effect; % is scaled to controls: 0 for no effect and ±100 for the full control effect; nearly all actives have a fitted effect of over 55% in size
Target sequence (P43220 whole entry, looked up): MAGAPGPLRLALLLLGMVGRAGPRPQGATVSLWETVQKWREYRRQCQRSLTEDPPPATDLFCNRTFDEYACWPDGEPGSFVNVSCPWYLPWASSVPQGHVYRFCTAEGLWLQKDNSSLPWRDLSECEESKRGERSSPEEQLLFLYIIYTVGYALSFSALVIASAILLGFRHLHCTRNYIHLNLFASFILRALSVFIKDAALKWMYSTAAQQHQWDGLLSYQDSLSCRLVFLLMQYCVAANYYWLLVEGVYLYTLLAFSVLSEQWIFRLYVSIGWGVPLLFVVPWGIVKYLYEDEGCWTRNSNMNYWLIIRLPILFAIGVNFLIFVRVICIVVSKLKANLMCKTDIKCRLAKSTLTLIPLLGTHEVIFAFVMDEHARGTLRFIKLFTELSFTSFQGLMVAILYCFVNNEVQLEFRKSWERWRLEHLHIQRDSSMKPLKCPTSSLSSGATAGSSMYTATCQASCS
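Assay principle: reduced luminescence from a cAMP-responsive reporter in HEK293 cells co-expressing a constitutively active GLP-1R. Conditions: 24 hr compound incubation, 37 deg C, 5% CO2.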
PTHR1 ag = PTHR1 (human) receptor agonism. actives 0.075% (n = 410,000). AID 743266. HEK293 GP2 PTHR1 cells, GloSensor cAMP luminescence, 1 h. Q03431. Potency, µM (highest dose often 115 µM), inactives show top-dose activation, usual class: activators; also: potency is read from the fitted curve at half-maximal effect; nearly all actives have a fitted effect of over 55% in size; some results filed as inactive show a strong effect at the top dose; inactives centre near -15; many of its hits are not listed in these tables
Target sequence (Q03431 whole entry, looked up): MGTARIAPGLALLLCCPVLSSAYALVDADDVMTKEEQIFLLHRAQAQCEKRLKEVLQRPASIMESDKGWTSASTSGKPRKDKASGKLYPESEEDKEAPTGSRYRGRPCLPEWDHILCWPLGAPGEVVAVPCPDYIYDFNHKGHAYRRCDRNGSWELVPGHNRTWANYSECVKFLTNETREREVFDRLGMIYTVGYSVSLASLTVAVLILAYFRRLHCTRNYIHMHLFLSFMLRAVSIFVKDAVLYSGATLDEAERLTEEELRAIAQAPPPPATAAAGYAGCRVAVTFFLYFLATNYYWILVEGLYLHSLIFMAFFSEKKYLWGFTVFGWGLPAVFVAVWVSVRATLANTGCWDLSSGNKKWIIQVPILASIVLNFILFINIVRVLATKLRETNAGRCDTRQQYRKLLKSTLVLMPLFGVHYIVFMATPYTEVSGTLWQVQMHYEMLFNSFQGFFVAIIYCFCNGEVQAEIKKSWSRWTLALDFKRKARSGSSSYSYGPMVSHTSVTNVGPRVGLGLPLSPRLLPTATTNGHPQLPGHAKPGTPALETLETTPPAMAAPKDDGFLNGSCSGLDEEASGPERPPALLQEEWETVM
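HEK-293-derived GP2 cells expressing PTHR1 and a GloSensor cAMP reporter, 3,000/well, plated overnight, given luciferin plus IBMX (each 0.5 mM as added) for 1 h at 37 °C, then compound for 1 h at 37 °C. Luminescence was read after 15 min at room temperature.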
Mm-Cpn inhibitor = inhibitors of Methanococcus maripaludis chaperonin (MmCpn). purified Mm-Cpn ATPase, ADP Transcreener TR-FRET. Potency, µM (titrated, usually from 76.9 µM), without a hit: at the top dose activity, negative = inhibition, most hits filed as inhibitors. actives 0.031% (n = 330,000). AID 504842; also: potency is read from the fitted curve at half-maximal effect; % is scaled to controls: 0 for no effect and ±100 for the full control effect; nearly all actives have a fitted effect of over 80% in size
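TR-FRET (320 nm excitation; 590 and 665 nm emission) reports ADP made from 10 uM ATP by 25 nM enzyme; compounds were preincubated 10 min, reaction run 30 min, both at 37°C.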
aSyn rescue = inhibitors of alpha-synuclein toxicity in yeast | Potency, µM (highest dose often 46.1 µM), inactives show at the highest dose growth rescue (activation), hits mostly activators | actives 0.14% (n = 370,000) | Yeast expressing alpha-synuclein, growth rescue, BacTiter-Glo, 24 h | AID 652106; also: potency is read from the fitted curve at half-maximal effect; % of control where 0% means no effect; nearly all actives have a fitted effect of over 65% in size
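Rescue of yeast growth: cells expressing toxic alpha-synuclein, induced in galactose at OD600 0.02, incubated with compound 24 h at 30 C. ATP luminescence quantified growth; inhibitors of toxicity appear as activators.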
TDP43 rescue = inhibitors of TDP-43 toxicity in yeast; TDP-43 expressing yeast growth rescue, BacTiter-Glo, 24 h; Potency, µM (doses to about 46.1 µM), for inactives: top-dose growth rescue (activation), hits mostly activators; actives 1.8% (n = 410,000); AID 652104; also: potency is read from the fitted curve at half-maximal effect; % of control where 0% means no effect; nearly all actives have a fitted effect of over 50% in size
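Galactose-induced TDP-43 yeast, OD600=0.02, compound pinned; 24 hr, 30 deg C; BacTiter-Glo luminescence for growth. Inhibitors of TDP-43 toxicity read as activators.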
pAkt inh = Akt phosphorylation inhibition | Neuro2A IGF-stimulated pAkt S473 HTRF, 20 min; active compounds read low | AID 651550 | actives 0.32% (n = 360,000) | activity change, % for hits at 50 µM; in the data active = activity change below about -80%; inconclusive = mostly about -51% to -80%; also: % is scaled to controls: 0 for no effect and ±100 for the full control effect
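Neuro2A cells in DMEM with 0.5% FBS, overnight at 37 deg C, given compound at single 50 µM final, then IGF (6 nM final) for 20 min at 37 deg C. Lysed; phospho-Akt Ser473 by HTRF after 24 h, 665/615 ratio.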
HEK293 tox = cytotoxicity counter-screen for GLP-1 receptor inverse agonists | Potency, µM (doses to about 38.3 µM), without a hit: at the top dose activity change, negative = inhibition, most hits filed as inhibitors | actives 0.13% (n = 410,000) | HEK293 cAMP-luciferase reporter cells, luminescence, 24 h;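 also: loss of luciferase light is scored as toxicity; potency is read from the fitted curve at half-maximal effect; % is scaled to controls: 0 for no effect and ±100 for the full control effect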
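Quantitative HTS format, 1536 wells, 200 cells/uL seeded. Compounds: 23 nL, 24 h, 37 °C. Detection: luciferase reagent, luminescence at 12 min RT; decreased signal taken as cytotoxic.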
Abeta rescue = A-beta toxicity reversal in yeast. yeast expressing A-beta42, growth rescue, OD600, 48 h; response scale: 0% DMSO, 100% iron-clioquinol control. Potency, µM (titrated, usually from 46.1 µM), for inactives: top-dose growth rescue, usual class: activators. actives 0.063% (n = 410,000). AID 1347071; also: potency is read from the fitted curve at half-maximal effect; nearly all actives have a fitted effect of over 55% in size
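Yeast growth medium received pinned compounds, then yeast cells expressing toxic A-beta were added; plates incubated at 30 C for 48 hr. Growth read as absorbance at 600 nm, normalized to DMSO and equimolar FeCl3 plus clioquinol controls.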
FUS suppressor = suppressors of FUS proteinopathy in yeast | S. cerevisiae FUS-expressing, growth rescue, OD600, 24 h | Potency, µM (doses to about 76.6 µM), inactives show at the highest dose growth rescue (activation), most hits filed as activators | actives 0.24% (n = 390,000);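 also: potency is read from the fitted curve at half-maximal effect; plate controls were DMSO vehicle for no effect and reference control for full effect; nearly all actives have a fitted effect of over 55% in size; some results filed as inactive show a strong effect at the top dose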
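Compound concentration series was pinned onto galactose-induced FUS-expressing yeast seeded at OD 0.005. Plates sat 24hr at 30C; absorbance at 600 nm gave growth. DMSO served as background control.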
The depositor's hits bear a star; i = inactive; u = inconclusive; x = no result given; & = joins results of further samples; [ ] = another dose, or the depositor's remark. Unless noted, calls follow the shape of the dose curve; as a rule, active = well fitted curve in the direction sought with a large enough effect; inconclusive = small, poorly fitted or top-dose-only effect, or another doubt; inactive = no such curve, though single readings can be large; an effect the other way counts as inactive or inconclusive. Some of the compounds tested; count on the stated rates, not on these rows.

SMILES | GLP1R inv ag | PTHR1 ag | Mm-Cpn inhibitor | aSyn rescue | TDP43 rescue | pAkt inh | HEK293 tox | Abeta rescue | FUS suppressor
CC(C)c1nnc(NC(=O)CCC(=O)NCc2ccco2)s1 | 5.0% | 16.9%[57.5 µM] | 0.1% | -0.9% | -9.1% | i | 51.6%[activator] | -4.0% | -0.4%
COc1ccccc1C(=O)NCCn1cc(SCC(=O)NCc2ccco2)c2ccccc21 | -7.0% | -24.8% | -0.4% | 3.3% | -3.4% | i | -13.9% | 9.4% | 29.3%
COc1cccc(N2CCN(Cc3nnc(-c4ccc5c(c4)OCO5)o3)CC2)c1 | 2.6% | 3.7% | x | x | u | x | 7.4% | -2.9% | -14.2%
Nn1c(Cc2cccc3ccccc23)nnc1SCc1ccccc1Cl | u | i | 1.3% | 1.7% | 15.8% | i | 4.0% | 22.8% | x
C=CCC1(CC=C)CCCN1C(=O)c1cc(COc2ccc(C)nc2)on1 | u | -25.6% | -0.9% | 5.4% | 22.7% | i | -11.7% | x | 10.5%
COc1ccc2c(COC(=O)CNS(=O)(=O)c3ccc(C)c(C)c3)cc(=O)oc2c1 | 5.6% | -32.1%[inhibitor] | -24.2% | 0.0% | -0.1% | i | 5.2% | -5.3% | 7.0%
CCCCOc1ccc(C(=O)NCCOc2cccc(OC)c2)cc1 | u | -2.8% | -0.5% | -6.8% | 23.2% | i | -4.9% | 0.2% | 15.0%
Cc1cc(NC(=O)CSc2nc(=O)n(CCN(C)C)c3c2CCCC3)no1 | -11.0% | i | 0.0% | 1.0% | 25.3% | i | 5.4% | -6.5% | 11.2%
CCCCCCCC(O)CC(CC1CCCCC1)C(=O)NN (configuration not stated) | -26.9% | -2.1% | 0.5% | -9.7% | -20.6% | i | -5.2% | 3.4% | x
COc1ccc(CNC(=O)C[C@H]2C[C@H](C(=O)N(C(C)C)C(C)C)[C@@]3(C)c4[nH]c5ccc(Cl)cc5c4CCN3C2=O)cc1OC | u | -14.0% | 0.4% | 12.7% | 12.6µM* | i | -13.3% | 2.3% | u
COc1ccc(C(O)c2nccc3cc(OC)c(OC)cc23)cc1OC (configuration not stated) | 86.7%[activator] | -24.2% | -0.5% | -6.6% | 21.2% | i | -9.3% | -6.9% | 3.5%
CCCCOc1cccc(-c2cc(C(=O)NNC(=S)NCC)c3ccccc3n2)c1 | 1.4% | -19.8% | 0.8% | -0.2% | 0.6% | i | u | -20.7% | u
Cc1cc(C)nc(SCC(=O)Nn2cnnc2)n1 | 0.9% | i | 0.1% | 4.0% | -0.9% | i | -8.1% | 21.7% | 2.8%
COCCCNC(=O)C1CC(=O)OC1c1ccc(OC)c(OC)c1 (configuration not stated) | -2.8% | i | 1.0% | 0.2% | -6.0% | i | -1.8% | -2.5% | 2.1%
CCOc1ccc(NC2c3ccccc3C(=O)N2Cc2ccc3c(c2)OCO3)cc1 (configuration not stated) | u | i | 3.9% | 11.1% | 1.2% | i | 0.3% | 5.4% | 40.4%
CCn1c(SCC(=O)O)nnc1-c1cc2c(C)nn(-c3ccccc3)c2s1 | 11.6% | 26.1% | 1.1% | -2.8% | 9.2% | i | 46.4% | 8.2% | x
COc1ccc(-c2c(-c3ccccc3OC)sc3ccccc23)cc1C=O | u | i | u | -19.3% | -16.4% | i | -32.6% | -13.6% | -6.1%
COC(=O)c1c(NC(=O)c2ccco2)sc2c1CCN(C(C)C)C2 | 5.5% | -16.1% | -1.6% | 0.8% | 2.8% | i | -8.4% | 16.5% | -1.2%
CCCOc1ccc(C2/C(=C(\O)c3c(C)[nH]c(C(=O)OC)c3C)C(=O)C(=O)N2CCN(C)C)cc1 (configuration not stated) | -30.1% | -17.7%[57.5 µM] | -0.2% | 5.9% | 5.9% | i | 11.1% | -0.1% | 15.3%
COc1cc2cc(CNc3ccccc3)c(=O)n(CC(=O)Nc3ccccc3)c2cc1OC | -17.4% | i | x | x | 11.6% | x | 63.0%[activator] | -15.1% | u
CSc1ccccc1NC(=O)c1cc2c(=O)n3ccccc3nc2s1 | 8.0% | i | -2.4% | -10.6% | 19.9% | i | 16.5% | 4.6% | 28.4%
c1cn2cc(CN3CCOCC3)nc2s1 | 1.2% | -0.8% | 1.3% | 1.5% | -10.2% | i | 6.1% | -3.0% | -0.1%
CCCC(C)n1[nH]c(=O)cc1N (configuration not stated) | 3.2% | i | -2.6% | 4.1% | 14.0% | i | 1.5% | -1.6% | -44.0%
O=C(COC(=O)c1ccco1)Nc1ccc(Br)cc1 | 3.6% | -45.3%[inhibitor][57.5 µM] | -0.2% | -1.6% | 3.3% | x | 6.2% | 19.1% | 8.1%

Sorted by molecular weight (descending): part of the list above
SMILES | GLP1R inv ag | PTHR1 ag | Mm-Cpn inhibitor | aSyn rescue | TDP43 rescue | pAkt inh | HEK293 tox | Abeta rescue | FUS suppressor
COc1cc2cc(CNc3ccccc3)c(=O)n(CC(=O)Nc3ccccc3)c2cc1OC | -17.4% | i | x | x | 11.6% | x | 63.0%[activator] | -15.1% | u
COC(=O)c1c(NC(=O)c2ccco2)sc2c1CCN(C(C)C)C2 | 5.5% | -16.1% | -1.6% | 0.8% | 2.8% | i | -8.4% | 16.5% | -1.2%
O=C(COC(=O)c1ccco1)Nc1ccc(Br)cc1 | 3.6% | -45.3%[inhibitor][57.5 µM] | -0.2% | -1.6% | 3.3% | x | 6.2% | 19.1% | 8.1%
c1cn2cc(CN3CCOCC3)nc2s1 | 1.2% | -0.8% | 1.3% | 1.5% | -10.2% | i | 6.1% | -3.0% | -0.1%
CCCC(C)n1[nH]c(=O)cc1N (configuration not stated) | 3.2% | i | -2.6% | 4.1% | 14.0% | i | 1.5% | -1.6% | -44.0%

Next structures.
SMILES | GLP1R inv ag | PTHR1 ag | Mm-Cpn inhibitor | aSyn rescue | TDP43 rescue | pAkt inh | HEK293 tox | Abeta rescue | FUS suppressor
COc1ccccc1NC(=S)NCc1ccccc1Cl | u | i | 0.2% | -3.8% | u | i | u | 33.5% | 15.6%
CN1CCN(S(=O)(=O)c2ccc(NC(=O)c3ccc(F)cc3Cl)cc2)CC1 | 6.0% | i | -3.0% | 0.5% | -5.2% | i | -1.4% | 1.1% | -0.5%
CCn1c(-c2nn(C)cc2Cl)n[nH]c1=S | 36.2%[activator] | i | -3.2% | -16.3% | -3.9% | i | -1.9% | 6.9% | -10.5%
O=C(N/N=C/c1ccc([N+](=O)[O-])o1)C1CCCC1 | 13.6% | -6.2% | 3.7% | -0.5% | u | i | u | -2.4% | -1.6%
Cc1ccnc(NS(=O)(=O)c2ccc(N3C(=O)c4c(Cl)c(Cl)c(Cl)c(Cl)c4C3=O)cc2)n1 | 22.5% | -20.2% | 0.1% | 1.2% | u | i | 14.0% | 8.0% | 2.9%
CCCS(=O)(=O)N1CCCC(C(=O)N2CCC(Cc3ccccc3)CC2)C1 (configuration not stated) | u | -7.3%[57.5 µM] | 1.0% | 2.1% | u | i | -4.1% | 3.6% | 23.4%
COc1ccccc1N1CCN(S(=O)(=O)CCNC(=O)C2CC(=O)N(c3ccccc3)C2)CC1 (configuration not stated) | -14.7%&-23.4% | -24.3%&-18.3% | -6.4% | 2.4% | 5.2%&9.0% | i | -5.9%&-7.3% | 3.3%&-1.6% | 5.0%&20.6%
N#Cc1cccc(NC(=O)COC(=O)c2cc(S(=O)(=O)Nc3ccccc3Cl)ccc2O)c1 | 6.3% | -34.9%[inhibitor] | 0.0% | -1.1% | -13.3% | i | -8.3% | -0.1% | 0.8%
O=C(COc1ccccc1)OC(C(=O)c1ccccc1)c1ccccc1 (configuration not stated) | 15.9% | i | -0.3% | -0.6% | -0.9% | i | 6.3% | -4.6% | x
Cc1ccc(C)c(OCC(O)CN2CCCCC2C)c1 (configuration not stated) | u | 1.1%[57.5 µM] | -0.5% | -10.8% | -4.8% | i | -22.0% | -0.5% | -17.8%
CCCn1nc(NC(=O)COC)c2cc3cccc(C)c3nc21 | 11.9% | -20.8% | -2.3% | 5.7% | u | i | 64.6%[activator] | -7.7% | -0.1%
CC(=O)c1nc2ccccc2n1CCc1ccccc1 | u | -7.6% | -0.9% | 7.7% | 20.2% | i | 1.1% | 16.5% | -6.4%
COc1ccccc1-c1cnc(C(O)c2cccc(F)c2)[nH]1 (configuration not stated) | 8.9% | i | x | -1.7% | 5.7% | i | 3.5% | -7.7% | -17.4%
CC(C)(C)Cc1nnc(NC(=O)CN2C(=O)c3ccccc3C2=O)s1 | u | i | 0.0% | -0.1% | -8.0% | i | -4.2% | 9.0% | 6.1%
Cc1ccc(N2CCN(C(=O)CNS(=O)(=O)c3ccc(Br)s3)CC2C)cc1 (configuration not stated) | 0.0% | -22.0% | -1.1% | 0.2% | 16.6% | i | -1.0% | -0.8% | x
O=C(Nc1ccccc1)Nc1nnc(-c2ccccc2)o1 | 11.5% | -23.1% | 1.9% | -3.3% | 3.2% | i | -6.2% | -6.6% | 29.3%
CCOC(=O)c1cccc(NC(=O)N2CCOCC2)c1 | -1.6% | i | -0.2% | 1.9% | 14.6% | i | 3.2% | 4.7% | -7.7%
Cc1nnc(SCCN2CCOCC2)c2nn(-c3ccccc3F)c(C)c12 | -7.6% | i | u | -6.6% | 10.7% | i | 4.9% | -8.0% | x
CCCNC(=O)c1n[nH]c(=O)c2ccccc12 | 62.1%[activator] | -2.3%[57.5 µM] | 1.0% | -10.9% | 4.9% | i | 2.7% | 4.5% | -26.5%
